Source: PubChem BioAssay
APOBEC3G inh: blocks human APOBEC3G single-stranded DNA deamination | recombinant A3G, ssDNA deamination FAM/TAMRA fluorescence | AID 493012 | 0.28% of 330,000 active | Q9HC16 | inhibition, % at 20 µM;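 active = inhibition of at least 40% at 20 µM, with no more than 30% in the related APOBEC3A deaminase screen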;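 also: plate controls were DMSO wells with A3G for no effect and wells lacking A3G enzyme for full effect; some compounds called inactive have numbers as strong as hits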
TIM10 inh: growth inhibitors of TIM10 yeast strain. S. cerevisiae TIM10 strain growth, BacTiter-Glo luminescence, 24 h. inhibition, % at 10 µM. 1.4% of 330,000 active;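 active = inhibition of 40% or more at the single tested concentration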;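 also: wild-type TIM10 isogenic control strain grown at permissive 25 °C; 0% = DMSO yeast wells and 100% = minimal medium wells without yeast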
MIN6 prolif: MIN6 beta-cell proliferation induction | proliferation, % at 10 µM | 0.29% of 330,000 active | MIN6 cells proliferation, ATPlite luminescence, 48 h; cells starved in 0.2% serum; 100% = growth in 10% serum;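 active = compounds whose signal lies at least 3.5 SD above the mean of all wells on their plate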;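 also: 0% = DMSO-treated cells in low-serum medium and 100% = 10% serum control; some compounds called inactive have numbers as strong as hits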
A3A deaminase: inhibitors of human APOBEC3A DNA deaminase; P31941; recombinant A3A, FAM/TAMRA ssDNA deamination fluorescence; inhibition, % at 20 µM; 0.41% of 330,000 active;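 active = at least 40% inhibition at 20 µM here, with at most 30% in a related deaminase screen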;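 also: plate controls were A3A with DMSO for no effect and wells lacking A3A enzyme for full effect; some results filed as inactive read as strong as hits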
Target sequence (P31941 whole entry, looked up): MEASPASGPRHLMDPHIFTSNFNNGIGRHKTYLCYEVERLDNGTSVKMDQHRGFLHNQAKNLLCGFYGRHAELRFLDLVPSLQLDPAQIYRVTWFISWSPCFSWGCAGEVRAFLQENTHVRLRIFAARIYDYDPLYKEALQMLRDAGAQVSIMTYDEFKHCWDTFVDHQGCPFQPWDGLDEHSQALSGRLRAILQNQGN
NALP3 yeast inh: inhibitors of NALP3 inflammasome in yeast; Yeast reconstituted NLRP3/ASC/caspase-1, beta-gal luminescence, 24 h; inhibition, % at 10 µM; 0.39% of 330,000 active;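 active = inhibition of 50% or more; inactive = inhibition below 50%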;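 also: plate controls were induced DMSO wells for no effect and uninduced yeast grown without galactose for full effect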
hIAP inh: human IAP inhibition | P09923 | purified IAP, CDP-Star luminescence, 30 min | inhibition, % at 10 µM | 0.12% of 330,000 active;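 active = inhibition reaching a set limit with compound at 10 µM in the primary screen, cut at about 35% in these data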;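 also: plate controls were DMSO wells with enzyme for no effect and no-enzyme buffer wells for full effect; values of inactives mirror those of a sister screen read the other way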
Target sequence (P09923 whole entry, looked up): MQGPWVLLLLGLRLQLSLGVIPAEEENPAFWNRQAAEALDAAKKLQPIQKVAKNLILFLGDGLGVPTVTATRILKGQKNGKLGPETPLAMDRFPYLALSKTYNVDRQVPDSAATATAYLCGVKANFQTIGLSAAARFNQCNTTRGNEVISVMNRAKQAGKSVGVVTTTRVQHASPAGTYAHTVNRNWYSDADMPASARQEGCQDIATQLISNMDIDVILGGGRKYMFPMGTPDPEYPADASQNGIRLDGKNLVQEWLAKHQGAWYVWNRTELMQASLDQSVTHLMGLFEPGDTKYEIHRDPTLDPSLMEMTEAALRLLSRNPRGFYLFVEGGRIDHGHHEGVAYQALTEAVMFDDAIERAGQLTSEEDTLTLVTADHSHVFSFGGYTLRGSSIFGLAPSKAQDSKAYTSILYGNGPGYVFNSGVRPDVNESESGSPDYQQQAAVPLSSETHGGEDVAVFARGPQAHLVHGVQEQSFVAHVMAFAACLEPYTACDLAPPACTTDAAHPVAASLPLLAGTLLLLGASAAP
tim10-1 inh: tim10-1 yeast growth inhibition | inhibition, % at 20 µM | 2.2% of 330,000 active | S. cerevisiae tim10-1 ts strain growth, BacTiter-Glo, 24 h;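 active = inhibition of at least 40%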;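 also: mutant grown at 25 °C; 0% = DMSO wells with yeast and 100% = wells holding no yeast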
mIAP block: blocks mouse intestinal alkaline phosphatase; purified mouse IAP, CDP-Star luminescence, 30 min; inhibition, % at 10 µM; 0.2% of 330,000 active; AID 2806;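 active = inhibition of at least 40% at 10 µM in the primary screen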;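 also: plate controls were DMSO with enzyme for no effect and no enzyme wells for full effect; values of inactives mirror those of a sister screen read the other way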
mIAP activ: mouse IAP activation. muIAP, CDP-Star luminescence, 30 min; hits give high values; 1 = vehicle-only enzyme signal, 0 = enzyme-free wells. activation factor at 10 µM. 0.24% of 330,000 active. AID 2805;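 active = activation factor of at least 2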; also: the source names both 10 and 20 µM as test concentration; values of inactives mirror those of a sister screen read the other way
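also added = chemiluminescent substrate CDP-Star | test system = mouse IAP enzyme | signal = chemiluminescence readout | compound = DMSO-dissolved test compounds | incubation = 30 min at room temperature | benchmarks = DMSO wells, no-enzyme wells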
The depositor's hits bear a star; / = not tested or not shown. The order is random; any-hit rate near 4.6%.

SMILES	APOBEC3G inh	TIM10 inh	MIN6 prolif	A3A deaminase	NALP3 yeast inh	hIAP inh	tim10-1 inh	mIAP block	mIAP activ
CC(C(=O)NCc1ccccc1)N(Cc1ccccc1Cl)C(=O)c1snc(C(N)=O)c1N (stereo not drawn)	-6	-2	2	0	26	14	9	5	0.95
CN(C)N(C(=O)c1cc(-c2cccs2)nn1-c1ccccc1)C1CCS(=O)(=O)C1 (stereo not drawn)	-8	4	3	-4	5	5	5	1	0.99
CCOc1ccc(NCc2cccn2-c2nnc(N3CCC(C(=O)NCCCN4CCCCC4)CC3)s2)cc1	-8	8	-3	-7	6	3	6	2	0.98
CC[C@H](C)[C@@H]1NC(=O)c2cc([N+](=O)[O-])cc(I)c2NCC[C@@H](C(N)=O)NC(=O)[C@H](CCCN=C(N)N)NC1=O	-8	-4	-5	5	13	1	-14	2	0.98
Cc1cnc(C(=O)OCc2cc(=O)n3c(C)cccc3n2)cn1	-2	-9	1	4	5	12	4	2	0.98
CCCS(=O)(=O)N1CCN(C(=O)CCC2CCCC2)CC1	-10	17	0	-2	14	-6	18	-22	1.2
Cn1c(Sc2ccc(Cl)cc2)c(C=O)c2ccccc21	2	-4	-6	3	13	2	16	-3	1
Cc1cc(C)c2c(=O)[nH]n(C(C)C)c2n1	-1	6	0	-2	15	18	10	-6	1.1
Cc1cc(C)c(C#N)c(SCc2ccc(C#N)cc2)n1	-3	4	12*	0	3	2	7	3	0.97
CC1(C)Cc2c(C#N)c(NCCc3ccccc3)nc(-c3ccco3)c2CO1	-5	17	-6	-1	15	3	1	4	0.96
COC(=O)c1cc(C(=O)c2cc(Cl)ccc2O)coc1=N	0	-6	-4	5	6	-2	15	6	0.94
CCOC(=O)O[C@]1(C(=O)COC(=O)CC)CC[C@H]2[C@@H]3CCC4=CC(=O)C=C[C@]4(C)[C@H]3[C@@H](O)C[C@@]21C	-7	8	-3	-4	6	-2	-3	4	0.96
O=c1cc(-c2ccncc2)oc2c1ccc1ccccc12	16	-53	-1	4	14	4	3	3	0.97
NCCCC[C@H]1NC(=O)[C@H](CCC(=O)O)NC(=O)c2cc([N+](=O)[O-])cc(I)c2OCC[C@@H](C(N)=O)NC1=O	81	-4	3	95	20	14	-2	5	0.95
COc1ccc(N2Nc3n[nH]c(N)c3N2)cc1	3	11	2	-3	20	-8	1	11	0.89

Four entries already listed, sorted by heavy-atom count, largest number first:
SMILES	APOBEC3G inh	TIM10 inh	MIN6 prolif	A3A deaminase	NALP3 yeast inh	hIAP inh	tim10-1 inh	mIAP block	mIAP activ
CCOC(=O)O[C@]1(C(=O)COC(=O)CC)CC[C@H]2[C@@H]3CCC4=CC(=O)C=C[C@]4(C)[C@H]3[C@@H](O)C[C@@]21C	-7	8	-3	-4	6	-2	-3	4	0.96
CCCS(=O)(=O)N1CCN(C(=O)CCC2CCCC2)CC1	-10	17	0	-2	14	-6	18	-22	1.2
Cc1cc(C)c(C#N)c(SCc2ccc(C#N)cc2)n1	-3	4	12*	0	3	2	7	3	0.97
Cc1cc(C)c2c(=O)[nH]n(C(C)C)c2n1	-1	6	0	-2	15	18	10	-6	1.1

The list continues.
SMILES	APOBEC3G inh	TIM10 inh	MIN6 prolif	A3A deaminase	NALP3 yeast inh	hIAP inh	tim10-1 inh	mIAP block	mIAP activ
CC(C)c1ccc(NC(=O)C(c2ccc3c(c2)OCO3)N2CCN(C(=O)c3ccco3)CC2)cc1 (stereo not drawn)	0	8	-2	2	13	-8	14	-107	2.1*
COc1ccc(C(=O)N(C)C2CCCN(Cc3ccccc3F)C2)cc1OC (stereo not drawn)	3	0	1	-2	15	-11	22	22	0.78
O=C(CNC(=O)c1ccc(Cl)c([N+](=O)[O-])c1)OC1CCCCC1=O (stereo not drawn)	-3	7	-2	1	16	6	18	3	0.97
COc1ccc(Nc2ccc(C(=O)O)cc2[N+](=O)[O-])cc1	-4	-13	1	2	12	-2	13	12	0.88
CC(NC(=O)C1CCN(S(=O)(=O)c2ccccc2)CC1)c1ccccc1 (stereo not drawn)	-2	11	-2	0	4	-10	5	-2	1
COc1ccc(CCN2C(=O)c3ccncc3C2=O)cc1OC	-4	-5	0	-1	7	-139	-18	-9	1.1
O=C(O)CS(=O)(=O)c1ccc(C(F)(F)F)cn1	-4	5	1	-3	9	7	-7	3	0.97
CCc1ccc(CNC(=O)C(=O)NCC2CCCO2)cc1 (stereo not drawn)	-8	1	-2	2	24	-2	1	2	0.97
O=C(c1ccccc1)N1CCN(Cc2ccc3c(c2)OCO3)CC1	-4	15	-5	0	23	-9	2	-1	1
CCOC(=O)N1CCc2c(sc(NC(=O)CCS(=O)(=O)c3ccccc3)c2C(N)=O)C1	-4	10	-3	-3	4	-2	11	10	0.9
CCN(CC(=O)Nc1c(F)cccc1F)C(=O)CSCc1c(C)noc1C	-6	-1	0	-1	3	-10	-4	-1	1
Cc1ccc(NC(=O)c2ccc(Oc3ncccn3)cc2)cc1	-10	9	-3	3	10	-1	5	-8	1.1
Cc1ccc(C)c(NC(=O)CCC(=O)NNC(=O)COc2cc(C)ccc2C)c1	-2	8	2	-1	2	-68	3	8	0.92
O=C(CCCCn1c(=O)[nH]c2ccccc2c1=O)N1CCN(c2cccc(C(F)(F)F)c2)CC1	-2	25	-4	0	13	-12	35	2	0.98
O=C(c1cccc(Br)c1)N1CCN(S(=O)(=O)N2CCCCC2)CC1	0	3	-4	0	-86	12	-5	-5	1.1
O=C(NCc1ccc(Cl)cc1Cl)C1CC(=O)N(Cc2ccccc2)C1 (stereo not drawn)	0	-6	-4	4	4	-9	18	7	0.93
COc1ccc(N2CCN(C(CNC(C)=O)c3ccc4c(c3)OCO4)CC2)cc1 (stereo not drawn)	-3	3	-6	-5	24	-17	-8	-1	1
CCSC1=NC(=O)/C(=C2/C=Cc3ccccc3N2CC)S1	21	12	2	40*	25	21	19	11	0.89
Cn1c2ccccc2c2ncn(CCCN3CCOCC3)c(=O)c21	1	-2	-3	2	-19	19	15	-3	1
Cc1ccccc1NC(=O)Oc1cccc(OC(=O)c2ccccc2)c1	-5	21	-3	-2	-3	-10	-5	8	0.92
COc1cccc(-c2sc3ccc(OC)cc3c2-c2ccc(OCCN3CCCC3)cc2)c1	5	12	/	1	/	/	40*	-10	1.1
Cc1cccc(N2C(=O)CC(N3CCN(c4ccccc4)CC3)C2=O)c1 (stereo not drawn)	-9	4	0	4	23	10	4	5	0.95
Cc1nc2sc3c(c2c(=O)[nH]1)CCC3	1	-9	1	3	23	-11	11	-5	1
COc1ccccc1OCCNC(=O)c1cc([N+](=O)[O-])cc([N+](=O)[O-])c1	-4	11	-4	2	31	-3	11	9	0.91
CN1CCCN(S(=O)(=O)c2cccc(C#N)c2)CC1	-5	-24	-4	-3	9	8	-11	-6	1.1
O=C(COc1ccc(S(=O)(=O)N2CCOCC2)cc1Cl)NCCCn1ccnc1	-6	4	0	1	5	0	-12	-5	1
O=C(c1ccc2c(c1)OCCO2)C1CCN(S(=O)(=O)c2ccccc2F)CC1	-5	42*	-3	6	23	15	50*	5	0.95
O=C(CSc1ccc(-c2ccco2)nn1)c1cccc([N+](=O)[O-])c1	29	-11	-3	22	10	-1	5	21	0.79
Cc1ccc2[nH]c3c(=O)[nH]ncc3c2c1	-6	6	0	-2	8	1	-16	6	0.94
Cc1ccc([C@H]2C(C(=O)O)=C[C@@H](CC3CCCC3)N2S(=O)(=O)c2ccc(C)cc2)cc1	-3	17	1	-2	5	-18	8	11	0.89
COc1ccc(NC(=O)N2CCCC2C(=O)NCc2ccc(C)cc2)cc1 (stereo not drawn)	-18	10	3	-5	23	7	3	10	0.9
O=C1CCCC/C=C\C[C@H](CC(=O)N(CCO)Cc2ccccc2)C(=O)N2CCC[C@@H]2CO1	-9	0	-2	-3	28	-7	2	8	0.92
C=C(C)COc1ccc(-c2nc(N)ncc2Oc2ccc(OC)cc2)c(O)c1	0	18	-4	-2	11	-17	29	3	0.97

Rewritten in markdown: 5 of the compounds above.
| structure | APOBEC3G inh | TIM10 inh | MIN6 prolif | A3A deaminase | NALP3 yeast inh | hIAP inh | tim10-1 inh | mIAP block | mIAP activ |
| --- | --- | --- | --- | --- | --- | --- | --- | --- | --- |
| Cc1cccc(N2C(=O)CC(N3CCN(c4ccccc4)CC3)C2=O)c1 (stereo not drawn) | -9 | 4 | 0 | 4 | 23 | 10 | 4 | 5 | 0.95 |
| Cc1nc2sc3c(c2c(=O)[nH]1)CCC3 | 1 | -9 | 1 | 3 | 23 | -11 | 11 | -5 | 1 |
| COc1ccccc1OCCNC(=O)c1cc([N+](=O)[O-])cc([N+](=O)[O-])c1 | -4 | 11 | -4 | 2 | 31 | -3 | 11 | 9 | 0.91 |
| CN1CCCN(S(=O)(=O)c2cccc(C#N)c2)CC1 | -5 | -24 | -4 | -3 | 9 | 8 | -11 | -6 | 1.1 |
| O=C(COc1ccc(S(=O)(=O)N2CCOCC2)cc1Cl)NCCCn1ccnc1 | -6 | 4 | 0 | 1 | 5 | 0 | -12 | -5 | 1 |
